# Source: PubChem
# OXTR potentiate – potentiates the human oxytocin receptor response; activation, % at 3 µM; CHO-OTR cells, Fluo-8 calcium fluorescence, potentiator mode; 0% = oxytocin EC15, 100% = EC100; P30559; 320,000 compounds, 0.061% hits; AID 2445;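 active means activation above that plate's cutoff, the mean activation of tested compounds plus 3 SD, cut at about 6.6% in these data, passing the limit was not always enough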;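 further: 100% uses oxytocin at 75 nM as the full agonist control; some results filed as inactive read as strong as hits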
# Target sequence (P30559 whole entry, looked up): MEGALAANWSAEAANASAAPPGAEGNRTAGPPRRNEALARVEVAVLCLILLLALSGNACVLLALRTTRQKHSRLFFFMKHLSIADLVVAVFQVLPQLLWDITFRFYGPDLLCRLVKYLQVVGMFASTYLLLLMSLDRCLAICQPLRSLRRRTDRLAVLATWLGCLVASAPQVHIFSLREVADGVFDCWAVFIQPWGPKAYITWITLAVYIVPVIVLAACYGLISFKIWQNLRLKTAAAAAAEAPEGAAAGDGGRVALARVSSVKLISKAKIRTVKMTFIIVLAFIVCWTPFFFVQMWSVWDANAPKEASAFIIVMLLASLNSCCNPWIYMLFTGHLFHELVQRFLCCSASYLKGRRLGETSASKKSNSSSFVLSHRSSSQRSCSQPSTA
#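 Assay system: CHO cell line stably expressing human OTR. Reagent: EC15 oxytocin agonist. Dosing: single dose, 3.0 µM nominal final compound concentration. Timing: compound 6 min at room temperature before oxytocin, 100 s read. Signal: kinetic Fluo-8 calcium fluorescence. Controls: oxytocin EC15 low and EC100 high.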
# M1 ag – agonists of human M1 muscarinic receptor; P11229; CHO-K1 hM1, Fluo-8 calcium fluorescence, agonist mode; 0% DMSO, 100% acetylcholine EC100; activation, % at 3 µM; 360,000 compounds, 0.33% hits; AID 588814;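 active means activation above the run's mean compound activation plus 3 SD, cut at about 16% in these data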;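 further: peak over basal fluorescence ratio within a 140 s kinetic read after compound addition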
# Target sequence (P11229 whole entry, looked up): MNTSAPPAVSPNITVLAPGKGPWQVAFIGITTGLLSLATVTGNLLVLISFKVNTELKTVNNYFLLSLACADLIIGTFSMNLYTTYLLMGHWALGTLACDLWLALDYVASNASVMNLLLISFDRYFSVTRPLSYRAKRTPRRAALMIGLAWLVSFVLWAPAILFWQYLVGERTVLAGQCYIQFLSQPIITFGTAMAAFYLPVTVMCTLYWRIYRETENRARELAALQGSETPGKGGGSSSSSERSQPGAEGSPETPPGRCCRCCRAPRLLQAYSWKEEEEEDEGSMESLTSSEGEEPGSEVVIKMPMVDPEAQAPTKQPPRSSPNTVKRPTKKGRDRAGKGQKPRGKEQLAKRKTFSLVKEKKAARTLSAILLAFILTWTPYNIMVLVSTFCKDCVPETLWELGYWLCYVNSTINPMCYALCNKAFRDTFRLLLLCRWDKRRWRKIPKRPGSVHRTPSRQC
# CHRM1 PAM – positive allosteric modulators of human M1 muscarinic receptor. P11229. CHO-K1 hM1, Fluo-8 calcium fluorescence, ACh EC20; 0% = ACh EC20, 100% = maximal ACh. activation, % at 3 µM. 360,000 compounds, 0.088% hits; in the data active means activation above about 19%, passing the limit was not always enough
# CHO-K1 Ca antag – M1 antagonist counterscreen hit in parental CHO-K1 cells; ATP-induced calcium, Fluo-8 fluorescence; inhibition, % at 3 µM; 360,000 compounds, 0.6% hits; AID 602250;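 active means inhibition above a per-plate cutoff, the plate's mean sample inhibition plus 3 SD, cut at about 24% in these data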;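 further: 0% = DMSO plus EC80 ATP and 100% = DMSO alone without ATP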
# M4 antag – blocks acetylcholine activation of human M4 receptor. 360,000 compounds, 0.73% hits. CHO-hM4 cells, ACh EC80, Fluo-8 calcium fluorescence. P08173. AID 624125. inhibition, % at 3 µM;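 active means inhibition above its plate's cutoff, the mean inhibition of sample wells plus 3 SD, cut at about 27% in these data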;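 further: 0% = acetylcholine EC80 with DMSO and 100% = DMSO without agonist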
# CHO parental Ca – counter-screen: ATP calcium response change in parental CHO cells. parental CHO-K1, ATP-induced calcium, Fluo-8 fluorescence. inhibition, % at 5.6 µM. 330,000 compounds, 0.63% hits. AID 463079;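 active means inhibition above that plate's mean sample inhibition plus 3 SD, cut at about 26% in these data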;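 further: 0% = ATP-challenged DMSO wells and 100% = DMSO wells without ATP; some compounds past the cut are filed as inactive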
#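 Measured by: calcium-sensitive Fluo-8 fluorescence / Test system: CHO parental line / Controls: ATP-challenged DMSO wells low, unchallenged DMSO wells high / Measure: % inhibition / Compound: single nominal dose of 5.6 µM per compound / Replicates: single well per compound, no replicates / Reagent: ATP as calcium-mobilizing challenge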
# M4 ag – CHRM4 agonism in calcium assay | P08173 | CHO-K1 hM4/Gqi5, Fluo-8 calcium fluorescence; vehicle 0%, full acetylcholine response 100% | activation, % at 3 µM | 360,000 compounds, 0.14% hits | AID 624127;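 active means activation above the run mean over all test wells plus 3 SD, cut at about 32% in these data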;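 further: peak over basal fluorescence ratio per well then scaled between controls; 0% = DMSO wells and 100% = acetylcholine at EC100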
# CHO-K1 Ca ag – counter-screen for M1 agonists: effect in parental CHO-K1 cells | Fluo-8 calcium fluorescence; scaled to maximal ATP response, vehicle zero | activation, % at 3 µM | 360,000 compounds, 0.48% hits | AID 602248; in the data active means activation above about 15%;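 further: untransfected CHO-K1 host cells lacking M1 receptor as counterscreen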
# CHRM1 antagonist – blocks human M1 muscarinic receptor; P11229; 360,000 compounds, 1.3% hits; AID 588852; CHO-K1 hM1, Fluo-8 calcium fluorescence, ACh EC80 antagonist; inhibition, % at 3 µM;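 active means percent inhibition above its own plate's cutoff, namely the mean of that plate's compound wells plus 3 SD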;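 further: peak over basal fluorescence ratio during 140 s after agonist addition; 0% = ACh EC80 plus DMSO and 100% = DMSO alone without agonist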
# The depositor's hits bear a star; . = not tested or not shown. Rows were taken by chance; overall some 2.9% were active at least once.
SMILES,OXTR potentiate,M1 ag,CHRM1 PAM,CHO-K1 Ca antag,M4 antag,CHO parental Ca,M4 ag,CHO-K1 Ca ag,CHRM1 antagonist
Cn1cc([N+](=O)[O-])c(C(=O)N/N=C/c2ccc([N+](=O)[O-])cc2)n1,2,-6,8,-4,1,-13,0,0.2,-7
Cc1ncc([N+](=O)[O-])n1Cc1cccc2ccccc12,-2,-5,4,-1,1,-8,3,2.6,-5
O=C(O)c1ccc2c(c1)nnn2C1CCCCC1,-4,-4,6,-1,-4,-12,0,0.2,0
C[C@H](CO)N1C[C@H](C)[C@@H](CN(C)C(=O)Nc2ccc(C(F)(F)F)cc2)Oc2ccc(NC(=O)NC3CCCCC3)cc2C1=O,-3,-5,3,-19,10,-8,0,0.5,-5
O=C(Cc1ccccc1)Nc1cc(C(=O)c2ccccc2)ccc1N1CCOCC1,-7,-4,-1,-10,-4,-20,8,3.6,-2
CC(C)(OC(=O)NC(=O)C(F)(F)F)C(C)(C)OC(=O)NC(=O)C(F)(F)F,0,-5,10,0,-3,10,1,0.3,-1
CCOC(=O)N1CCC(NC(=O)C2CCC(Cn3c(=O)[nH]c4ccccc4c3=O)CC2)CC1 (stereo not given),-1,-5,5,4,7,-4,0,0.1,2
O=C(CCC(=O)Nc1ccccc1)NNC(=O)CCc1ccccc1,0,-4,-1,19,0,1,1,-0.4,-5
Cc1ccc2c(c1)N(CC(=O)NCCCN1C(C)CCCC1C)C(=O)c1cccnc1O2 (stereo not given),-3,-12,1,-6,-6,-17,0,0.7,-11
O=C(NCC(c1ccco1)N1CCN(c2ccccc2F)CC1)C1CCCCC1 (stereo not given),0,-2,3,0,-1,-14,0,-0.2,1
CCCNC(=O)NC(C)C12CC3CC(CC(C3)C1)C2 (stereo not given),-8,-5,8,-18,7,0,-2,0.9,-4
COc1ccc(C(=O)Nc2cccc(/C(C)=N/NC(=O)c3ccc([N+](=O)[O-])c(C)c3)c2)cc1OC,-7,-2,2,0,-3,-2,9,2.8,-13
CCc1ccc(CCC(=O)N2CCN(S(=O)(=O)c3ccc(Br)cc3)CC2)cc1,.,-4,2,1,-6,.,5,1.4,-3
CCOC(=O)c1cccc(NC(=O)/C=C/c2cccc([N+](=O)[O-])c2)c1,-3,-3,-5,15,8,-16,3,0.9,13
CN(C)S(=O)(=O)c1cccc(NC(=O)COC(=O)CCC(=O)c2ccc(F)cc2)c1,-8,-5,9,2,-3,-4,6,3.3,-6
CC1CCc2c(sc3ncnc(N4CCOCC4)c23)C1 (stereo not given),8,-3,7,5,6,-5,0,0.0,4
CCC(C(=O)Nc1c(C)cc(C)cc1C)N1CCCCCC1 (stereo not given),4,-4,11,5,-9,15,0,0.7,-20
CCOC(=O)Cc1nnc(Nc2cc(C)ccc2C)c2ccccc12,8,-10,5,-2,-1,-23,-1,-0.5,-5
COc1ccccc1-n1c([S-])c(C(=O)Nc2ccccc2C(F)(F)F)[n+]2ccc(C(=O)NCCO)cc12,-4,1,2,1,11,-16,2,0.9,9
Cc1ccc(C)c(NS(=O)(=O)c2ccc(-n3cccn3)cc2)c1,.,1,13,9,-11,.,8,3.6,-10
O=C(COC(=O)c1cnccn1)Nc1cccc(F)c1,-5,-2,1,-13,-2,2,2,0.1,0
O=S(=O)(c1cc(Cl)ccc1Br)N1CCCCC1,0,-8,7,-9,-10,-21,-3,0.4,-4
COC(=O)c1ccc(CSc2nnnn2C)o1,-7,-4,-18,-10,-4,6,1,0.4,43*
CC(=O)c1cccc(N(C(=O)c2csnn2)C(C(=O)NC2CCCC2)c2ccccc2)c1 (stereo not given),-16,-5,8,-14,0,-18,3,2.8,-9
O=C(CN1CCOCC1)Nc1ccccc1C(=O)O,1,-3,2,1,10,-2,1,0.0,-1

# The last 2 records of the section above come first, to join the parts.
SMILES,OXTR potentiate,M1 ag,CHRM1 PAM,CHO-K1 Ca antag,M4 antag,CHO parental Ca,M4 ag,CHO-K1 Ca ag,CHRM1 antagonist
CC(=O)c1cccc(N(C(=O)c2csnn2)C(C(=O)NC2CCCC2)c2ccccc2)c1 (stereo not given),-16,-5,8,-14,0,-18,3,2.8,-9
O=C(CN1CCOCC1)Nc1ccccc1C(=O)O,1,-3,2,1,10,-2,1,0.0,-1
CC(C)(C)C(=O)OC/C(N)=N/OC(=O)c1ccc(Cl)cc1,-9,-2,7,-9,1,8,1,16*,-14
CCCOc1ccc(N2C(=O)C3C(C(C)C)NC4(C(=O)c5ccccc5C4=O)C3C2=O)cc1 (stereo not given),-6,3,1,4,2,0,2,4.0,4
CCCCc1c(C)nc2ccccc2c1SCCC(=O)O,0,-3,8,-11,4,-7,-2,-0.1,-9
O=C(c1cccc(S(=O)(=O)N2CCOCC2)c1)N1CCN(c2ccc(F)cc2)CC1,-5,-4,8,-15,-7,-18,2,0.7,-12
O=C(O)C1CCN1C1CCCCC1 (stereo not given),-13,0,3,-4,2,-12,1,-0.3,-5
C/C=C/c1cccc(-c2nc(C(=O)N3CCN(C)CC3)cc3c2[C@@H](CCO)N(C(=O)NC(C)C)C3)c1,.,.,.,-3,-3,.,1,0.0,.
O=C(NCCN1CCOCC1)c1cnn2c1NC(c1cccs1)CC2C(F)(F)F (stereo not given),-23,-12,4,-14,-2,-6,7,2.5,-1
Cc1ccc(N/N=C(\Cc2nc3ccccc3[nH]2)c2ccccc2)cc1,-7,-5,3,-9,-11,-12,2,1.0,-6
Cc1ccc(S(=O)(=O)NCCC(=O)NCCSc2ccc(Br)cc2)cc1,-4,-5,4,-2,8,-16,-1,0.8,-8
CC1CCCCN1CCn1c(=S)[nH]c2ncccc2c1=O (stereo not given),-17,-5,2,-7,4,-9,0,0.3,-5
O=C(Nc1nc2ccc(F)cc2s1)Oc1ccccc1,-6,-3,6,5,-3,7,1,0.1,1
CCOC(=O)c1nn(-c2cccc(Cl)c2)c2nc(CC(C)C)c(C#N)c(=O)n12,-18,-3,9,-12,-9,-15,-2,0.4,-7
Cc1ccccc1NC(=O)C1CCCN(S(=O)(=O)c2cnc[nH]2)C1 (stereo not given),3,-2,7,4,-6,2,0,-0.3,-13
CCOC(=O)c1c(S(=O)(=O)N2CCN(C)CC2)c(C)n(C)c1C,-4,-3,9,-14,3,-12,1,0.3,-4
CC(NC(=O)COC(=O)/C(=C/c1cccs1)c1cccs1)c1ccccc1 (stereo not given),-3,-10,-17,-2,-2,-14,4,3.4,2
O=C(c1ccc(Cl)s1)N1CCCC1,-2,-8,1,-3,-18,1,-1,-0.9,-2
CCN(CC)CCCNC(=O)c1oc2ccc3c(c2c1C)C(O)CC(C)(C)O3 (stereo not given),.,-10,10,5,-5,.,4,1.5,-10
COC(=O)C1=C(C)N=c2s/c(=C/c3ccoc3)c(=O)n2C1c1ccccc1 (stereo not given),0,-5,0,22,4,-12,-1,0.1,-2
Cn1c(CO)cnc1SCc1ccccc1,-14,-4,9,-1,0,-9,0,1.8,-12
COc1ccccc1CNC(=O)COC(=O)c1ccncc1,-6,-1,15,-18,-11,-1,1,0.3,-12
O=C(O)CC(C(=O)NCc1ccccc1)C1CCCO1 (stereo not given),-13,-2,1,-6,-7,-3,1,0.5,-21
O=C(O)C1C=Cc2ccccc2N1C(=O)c1ccccc1 (stereo not given) (tested in a mixture with another compound),.,1,-9,6,3,.,1,-0.1,-3
CN1CCN(C(=O)C2=C[C@@H](c3ccccc3)C[C@@H](OCCCCO)O2)CC1,-11,-2,8,-13,4,-8,0,-0.4,-7
CCN(c1ccc(OC)cc1)S(=O)(=O)c1nnc(NC(=O)c2ccc(C)cc2)s1,-4,-2,-4,2,9,-17,1,0.1,7
COc1cccc(C(=O)OCC(=O)NCC2CCCO2)c1 (stereo not given),1,0,2,-4,2,-5,1,0.8,0
SMILES,OXTR potentiate,M1 ag,CHRM1 PAM,CHO-K1 Ca antag,M4 antag,CHO parental Ca,M4 ag,CHO-K1 Ca ag,CHRM1 antagonist
COc1cc(C2c3cc4c(cc3C3OC(=O)C2C3CO)OCO4)cc(OC)c1OC (stereo not given),.,0,4,-3,-15,.,2,1.4,-10
O=C(CN1C(=O)NC(Cc2ccccc2)C1=O)Nc1ccc(F)cc1 (stereo not given),-6,-2,6,-8,-8,-4,1,0.2,-3
Cn1c(SCc2ccccn2)nnc1-c1cnccn1,0,-5,3,-2,24,-3,2,0.1,0
CC(NC(=O)c1ccccc1NS(=O)(=O)c1ccc(CCC(=O)O)cc1)c1ccccc1 (stereo not given),-1,-1,16,-9,1,6,0,0.6,-16
Cc1cccc(C(=O)N2CCCC(CCC(=O)N3CCN(c4ccccn4)CC3)C2)c1C (stereo not given),-7,-1,5,2,-6,-29,11,4.0,-9
CN(C)c1nc(N2CCN(c3ccc(F)cc3)CC2)c(C#N)c(=O)o1,.,-1,17,2,11,.,0,-0.1,-15
Cc1cccc(OCC(=O)N(C)CCc2ccccn2)c1,-2,-4,3,9,-2,1,0,-0.1,-2
CCCCCCC(=O)NN1CCN(C)CC1,-9,-3,-2,14,-19,-6,1,-0.3,-1
Cc1cccc(OCc2nc(C#N)c(N3CCCC3)o2)c1,-1,-1,22,-9,-11,-15,0,0.4,-33
O=C1CC(c2ccccc2)NN1 (stereo not given),-4,-3,-4,-5,9,-10,1,-0.1,12
COc1ccc2c(CCNC(=O)CN3C(=O)c4ccccc4C3=O)c[nH]c2c1,0,-4,6,-8,-8,-6,1,-0.2,-10
CC1CCCCN1C(=O)c1ccc(NC(=O)c2ccccc2Cl)cc1 (stereo not given),-5,-4,9,-9,5,-10,0,2.7,-4
COc1ccc(C(=O)C2CC2)cc1,.,1,14,12,-6,.,0,0.2,-18
CC(=O)c1cccc(NC(=O)CCc2nnc3ccc(N4CCOCC4)nn23)c1,-18,-3,1,-21,-6,-2,0,0.3,6
O=C(N/C(=C\c1ccccc1)C(=O)N1CCCCC1)c1ccc(Br)o1,-7,-1,-8,8,0,-18,5,1.3,23
Cc1ccc(N(CC(=O)NCC2CCCO2)C(=O)CCC(=O)Nc2ccccn2)cc1C (stereo not given),-9,-6,8,-4,-4,-9,1,0.3,-12
O=C(c1cc(-n2cnnc2)ccc1Cl)N1CCN(c2nc(-c3ccccc3)cs2)CC1,-24,0,-6,-1,-2,-2,7,4.4,3
Cc1cc(CN2CCN(CC(=O)Nc3cc(Cl)ccc3-n3cncn3)CC2)no1,.,-1,7,3,-9,.,1,0.0,-9
OCC1=C[C@@H](O)C2C=CO[C@@H](O[C@@H]3O[C@H](CO)[C@@H](O)[C@H](O)[C@H]3O)C12 (stereo not given in full),-1,-2,3,-10,7,-1,0,1.4,3
CCOc1cc(N2CCOCC2)c(OCC)cc1NC(=O)CN1C(=O)NC2(CCCCC2)C1=O,-4,0,7,-14,7,-13,1,0.2,-13
